Hsp90 Hop PPI: qHTS Assay for Disrupters of an Hsp90 Co-Chaperone Interaction; Hsp90 C-terminal peptide / TPR2A (Hop) interaction, human; 0.44% of 71,000 active; Potency, µM (highest dose often 57 µM), without a hit: at the highest dose activity change, negative = inhibition; AlphaScreen TPR2A-His6 binding biotin-Hsp90 C-terminal peptide; active means well fitted curve in either direction with a large enough effect; inconclusive means small, poorly fitted or top-dose-only effect, or another doubt; further: potency means the concentration at half of the fitted maximal effect; on the % scale 0 is the no-effect control and ±100 the full control effect; many of its hits are not listed in these tables
ALOX15 inhib: qHTS Assay for Inhibitors of 15-hLO (15-human lipoxygenase); Potency, µM (series often up to 57.1 µM), inactives show top-dose activity change, negative = inhibition, hits mostly inhibitors; purified 15hLO-1, xylenol orange hydroperoxide absorbance; 1.4% of 74,000 active; further: potency means the concentration at half of the fitted maximal effect; on the % scale 0 is the no-effect control and ±100 the full control effect; nearly all actives have a fitted effect of over 55% in size
Target sequence (P16050 whole entry, looked up): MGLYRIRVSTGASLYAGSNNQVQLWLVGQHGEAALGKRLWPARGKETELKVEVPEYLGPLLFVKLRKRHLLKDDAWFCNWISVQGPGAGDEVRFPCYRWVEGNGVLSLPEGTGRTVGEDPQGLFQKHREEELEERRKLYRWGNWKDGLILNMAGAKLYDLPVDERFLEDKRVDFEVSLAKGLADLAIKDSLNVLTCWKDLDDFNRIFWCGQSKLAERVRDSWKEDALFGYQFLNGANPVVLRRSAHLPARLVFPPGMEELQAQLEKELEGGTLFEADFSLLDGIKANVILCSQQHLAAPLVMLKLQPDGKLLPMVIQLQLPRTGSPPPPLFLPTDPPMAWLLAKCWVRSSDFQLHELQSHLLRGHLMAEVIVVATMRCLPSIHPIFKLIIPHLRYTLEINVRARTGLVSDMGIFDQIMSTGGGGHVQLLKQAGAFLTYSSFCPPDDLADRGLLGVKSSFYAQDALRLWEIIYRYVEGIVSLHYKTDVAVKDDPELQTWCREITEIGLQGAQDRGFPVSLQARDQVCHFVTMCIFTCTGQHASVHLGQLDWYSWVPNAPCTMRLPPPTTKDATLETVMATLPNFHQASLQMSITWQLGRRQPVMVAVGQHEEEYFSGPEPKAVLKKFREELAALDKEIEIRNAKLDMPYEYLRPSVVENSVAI
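Purified human 15hLO-1 (40 nM) in 25 mM Hepes pH 7.5, 0.01% Triton X-100, preincubated 15 min RT with compound, then 50 uM arachidonic acid for 6 min. Hydroperoxide read by ferrous/xylenol orange, 30 min; 573/405 nm absorbance ratio gave progress.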
BRCT PPI green: qHTS Assay for Inhibitors of BRCT-Phosphoprotein Interaction (Green Fluorophore) | Breast cancer type 1 susceptibility protein (Homo sapiens), P38398 | BRCA1 BRCT-phosphopeptide binding, green fluorescence polarization | Potency, µM (titrated, usually from 76.9 µM), without a hit: top-dose activity change, negative = inhibition, usual class: inhibitors | 0.05% of 75,000 active | AID 875, 2007;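 further: potency means the concentration at half of the fitted maximal effect; plate controls were peptide without protein for full effect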
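Fluorescence polarization: His-tagged BRCT (~35 kDa BRCA1 C-terminus, 250 nM) bound to 100 nM fluorescein-labeled phosphorylated 10-aa BACH1 peptide, pH 7.3 phosphate buffer with DTT and Tween 20. Compounds incubated 12 min at room temperature; inhibition read as lowered polarization.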
DNA Pol III inh: qHTS Assay for Inhibitors of DNA Polymerase III Holoenzyme System. reconstituted DNA polymerase III holoenzyme replication, biochemical. Potency, µM (top dose mostly 57.1 µM), without a hit: top-dose activity change, negative = inhibition. 0.25% of 71,000 active. AID 603, 2007; further: potency means the concentration at half of the fitted maximal effect; on the % scale 0 is the no-effect control and ±100 the full control effect
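Reconstituted *E. coli* holoenzyme (0.35 nM Pol III, 1 nM beta, 154 nM SSB, 2 nM primase) was preincubated with compound for 15 min at RT. Synthesis on 1.4 nM ssM13Gori ran 35 min, then was stopped with PicoGreen/EDTA and read as dsDNA fluorescence.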
GFP derepression: qHTS Assay for Epigenetic Modulators. Potency, µM (highest dose often 46.1 µM), for inactives: at the top dose GFP derepression (activation). mouse C127i GFP locus derepression, cytometry, 30 h. AID 597, 2007. 0.09% of 68,000 active; further: % of control where 0% means no effect
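Derepression screen: silenced CMV-GFP reporter in murine C127i cells, 30 h compound incubation at 37 C, washed cells imaged by laser-scanning cytometer to enumerate GFP-expressing objects of 20 to 120 um.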
HADH2 inh: qHTS Assay for Inhibitors of HADH2 (Hydroxyacyl-Coenzyme A Dehydrogenase, Type II). recombinant HADH2, NADH fluorescence, beta-hydroxybutyryl-CoA. Potency, µM (doses to about 57.1 µM), for the others: top-dose activity change, negative = inhibition, usual class: inhibitors. 3.4% of 73,000 active; further: potency means the concentration at half of the fitted maximal effect; on the % scale 0 is the no-effect control and ±100 the full control effect; nearly all actives have a fitted effect of over 60% in size; many of its hits are not listed in these tables
Target sequence (Q99714 whole entry, looked up, one chain of several): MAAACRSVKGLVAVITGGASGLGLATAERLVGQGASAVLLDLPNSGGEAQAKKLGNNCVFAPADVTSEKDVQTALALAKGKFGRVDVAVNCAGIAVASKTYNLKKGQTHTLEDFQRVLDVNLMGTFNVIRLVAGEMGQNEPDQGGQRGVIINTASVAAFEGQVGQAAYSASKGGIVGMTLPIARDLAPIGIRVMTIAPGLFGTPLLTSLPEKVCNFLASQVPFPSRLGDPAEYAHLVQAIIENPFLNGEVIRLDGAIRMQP
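Buffer 100 mM Tris-HCl pH 9.0/0.01% Tween-20; HADH2 20 nM; NAD+ 1 mM; beta-hydroxybutyryl-CoA 90 uM (all final). 15 min cpd preincubation, RT.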
CRE Fsk mod: Cell signaling CRE-BLA (Fsk stim). Potency, µM (titrated, usually from 38.2 µM), without a hit: top-dose activity change, negative = inhibition, usual class: activators. CHO CRE-bla reporter (cAMP response element driving beta-lactamase), forskolin EC10, beta-lactamase ratio. 2.5% of 71,000 active; active means well fitted activation curve with a large enough effect in the signal ratio, with a control signal flat, not every such curve was filed as active; inconclusive means small, poorly fitted or top-dose-only effect, or effect the other way, or a change in a side signal; the % refers to the signal ratio; further: potency means the concentration at half of the fitted maximal effect; % of control where 0% means no effect
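Titrated compounds plus EC10 NKH 477 on CHO CRE-bla cells, 3 h, 37 °C. CCF4, 2 h RT. Ratio 460/530 nm → AC50.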
USP2a inhib: qHTS Assay for Inhibitors of Ubiquitin-specific Protease USP2a; USP2a enzymatic assay, qHTS inhibition; Potency, µM (doses to about 38.3 µM), for inactives: at the highest dose activity change, negative = inhibition, usual class: inhibitors; 0.1% of 60,000 active; Ubiquitin carboxyl-terminal hydrolase 2 (Homo sapiens), O75604;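 further: potency means the concentration at half of the fitted maximal effect; nearly all actives have a fitted effect of over 60% in size; plate controls were DMSO for no effect and NEM full inhibition control for full effect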
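Coupled readout: USP2-cleaved Ub-PLA2 (20nM final) turns over NBD C6-HPC (20uM final), Ex 460nm/Em 535nm after 2.5 h, time-zero read flagging artifacts. Enzyme (20nM final, pH 8.0 Tris) given 30 min RT with compound first; NEM defines full inhibition.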
BRCT PPI red: qHTS Assay for Inhibitors of BRCT-Phosphoprotein Interaction (Red Fluorophore); Potency, µM (doses to about 76.9 µM), for the others: at the highest dose activity change, negative = inhibition, hits mostly inhibitors; 0.03% of 75,000 active; BRCT-phosphopeptide binding, red fluorescence polarization; further: on the % scale 0 is the no-effect control and ±100 the full control effect
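Rhodamine-labelled pBACH1 10-mer (100 nM) bound to BRCT domain (100 nM) at pH 7.3; compounds incubated 12 min room temperature, polarization read. Free peptide defines full inhibition; unlabelled decapeptide titrated as control.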
Ub-GFP proteasome: Ubiquitin-GFP Assay. Potency, µM (doses to about 45.9 µM), for inactives: top-dose activation (GFP accumulation), hits mostly activators. Ubiquitin-GFP reporter cells, proteasome inhibition, GFP fluorescence; response scale: untreated = 0%, 10 µM MG-132 = 100%. AID 526, 2006. 67,000 tested, under 10 active; active means well fitted activation curve with a large enough effect, not every such curve was filed as active; inconclusive means small, poorly fitted or top-dose-only effect, or another doubt; inactive means no such curve, though single readings can be large or run the other way; further: potency means the concentration at half of the fitted maximal effect
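Proteasome blockade was scored as a rise in GFP-expressing U2OS cells carrying a ubiquitin(G76V)-GFP construct, imaged after 4 hr compound treatment at 37 °C across a 46 uM–2.9 nM series.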
HBB splice mod: qHTS Assay for Modulators of Hemoglobin Beta Chain Splicing; HBB splicing reporter cell assay, activation; EGFP reporter with mutant IVS2-654 intron; response scale: normalised to 500 nM splice-correcting PNA; Potency, µM (doses to about 46.1 µM), inactives show at the top dose activation, usual class: activators; 0.06% of 65,000 active; AID 925, 2007; further: potency means the concentration at half of the fitted maximal effect; 0% is about no effect
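HeLa cells stably expressing EGFP interrupted by mutant beta-globin intron 2 (IVS2-654), 500/well in 2% FCS. Treated with compound for 2 days at 37C. Splicing correction scored as total well GFP intensity (488 nm excitation, 500-520 nm emission); 500 nM antisense PNA served as control.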
* = called active by the depositor; [ ] = another dose, or the depositor's remark. Unless noted, the call rests on the fitted dose curve; in most records, active means well fitted curve in the direction sought with a large enough effect; inconclusive means small, poorly fitted or top-dose-only effect, or another doubt; inactive means no such curve, though single readings can be large; an effect the other way counts as inactive or inconclusive. Only part of the results is shown. The share of hits here may be higher or lower than overall.

`O=C(Nc1ccc2c(c1)OCO2)c1ccc(Br)c(S(=O)(=O)N2CCCC2)c1` gave Hsp90 Hop PPI -6%, ALOX15 inhib -15%, BRCT PPI green 0.3%, DNA Pol III inh 7%, GFP derepression -3%, HADH2 inh 8%, CRE Fsk mod inconclusive, USP2a inhib 39%[activator], BRCT PPI red -0.6%, Ub-GFP proteasome 9% and HBB splice mod 4.7%.
O=C(Nc1ccccc1N1CCN(c2ccccc2)CC1)c1cccc(F)c1 was read as Hsp90 Hop PPI 7%, ALOX15 inhib -5%, BRCT PPI green -0.3%, DNA Pol III inh -2%, GFP derepression -2%, HADH2 inh 2%, CRE Fsk mod 18%, BRCT PPI red -2.4%, Ub-GFP proteasome 1% and HBB splice mod 0.1%[57.5 µM].
For O=C(Nc1cccc(F)c1)NC1CCCCC1 the results were Hsp90 Hop PPI 0%, ALOX15 inhib 2%, BRCT PPI green -2.2%, DNA Pol III inh -1%, GFP derepression 0%, HADH2 inh 5%, CRE Fsk mod -5%, USP2a inhib 1%, BRCT PPI red -0.7%, Ub-GFP proteasome 1% and HBB splice mod 2.3%.
For COc1cc(C2C(C#N)=C(N)Oc3n[nH]c(-c4ccccn4)c32)cc(OC)c1OC (configuration not stated) the results were Hsp90 Hop PPI 25µM*, ALOX15 inhib 15%, BRCT PPI green 1.4%, DNA Pol III inh 1%, GFP derepression 0%, HADH2 inh inconclusive, CRE Fsk mod inconclusive, USP2a inhib 3%, BRCT PPI red -1.0%, Ub-GFP proteasome -2% and HBB splice mod -0.6%.
CC(=O)Nc1cc(C(=O)N2CCCC2)ccc1S(=O)(=O)c1ccc(C)cc1 was read as Hsp90 Hop PPI 5%, ALOX15 inhib 10%, BRCT PPI green -0.2%, DNA Pol III inh -5%, GFP derepression 0%, HADH2 inh 6%, CRE Fsk mod inconclusive, USP2a inhib 5%, BRCT PPI red -1.2%, Ub-GFP proteasome 1% and HBB splice mod -2.3%.
Screening OCc1cc(C(O)CNCCCCCCOCCCCc2ccccc2)ccc1O (configuration not stated) returned ALOX15 inhib -24%, BRCT PPI green -2.3%, HADH2 inh inconclusive, USP2a inhib 14% and BRCT PPI red -1.5%.
CCn1c(C)cc(=S)c2ccccc21 was read as Hsp90 Hop PPI -4%, ALOX15 inhib -26%, BRCT PPI green -5.0%, DNA Pol III inh -7%, GFP derepression -1%, HADH2 inh 15%, CRE Fsk mod -1%, USP2a inhib 2%, BRCT PPI red -0.9%, Ub-GFP proteasome -5% and HBB splice mod -1.7%.
COc1ccc(NC(=O)CS(=O)CC(=O)Nc2cc(Cl)ccc2OC)cc1 (configuration not stated) was read as Hsp90 Hop PPI 1%, ALOX15 inhib 3%, BRCT PPI green -0.6%, DNA Pol III inh 1%, GFP derepression 1%, HADH2 inh -6%, CRE Fsk mod -6%, USP2a inhib 1%, BRCT PPI red -0.3%, Ub-GFP proteasome 1% and HBB splice mod -0.1%[57.5 µM].
`CC(C)(C)NC(=O)CSc1nc(O)cc(=O)n1-c1ccccc1F` gave Hsp90 Hop PPI 0%, ALOX15 inhib -4%, BRCT PPI green 52%[activator], DNA Pol III inh 7%, GFP derepression -2%, HADH2 inh -28%, CRE Fsk mod -1%, USP2a inhib 18%, BRCT PPI red 6.9%, Ub-GFP proteasome 15% and HBB splice mod 15%.
Screening CCn1ncc(Br)c1C(=O)Nc1sc2c(c1C(N)=O)CCC2 returned Hsp90 Hop PPI inconclusive, ALOX15 inhib -14%, BRCT PPI green -1.4%, DNA Pol III inh -9%, GFP derepression 2%, HADH2 inh 222%[activator], CRE Fsk mod 2.5µM*, USP2a inhib 10%, BRCT PPI red 1.0%, Ub-GFP proteasome 1% and HBB splice mod -0.4%.
`O=C(NCc1ccco1)C1CCCCN1S(=O)(=O)c1ccc(F)cc1` (configuration not stated) gave Hsp90 Hop PPI -9%, ALOX15 inhib 4%, BRCT PPI green 0.2%, DNA Pol III inh -3%, GFP derepression -1%, HADH2 inh 5%, CRE Fsk mod -2%, USP2a inhib -10%, BRCT PPI red -1.3%, Ub-GFP proteasome 3% and HBB splice mod -1.4%.
For Cc1ccc2nc(C)cc(OCC(=O)O)c2c1 the results were Hsp90 Hop PPI 0%, ALOX15 inhib 0%, BRCT PPI green -2.2%, DNA Pol III inh -6%, GFP derepression -1%, HADH2 inh -4%, CRE Fsk mod -7%, USP2a inhib -2%, BRCT PPI red -1.5%, Ub-GFP proteasome 18% and HBB splice mod -1.7%.
For Cc1cc(SCC(=O)c2ccccc2)n2nc(C)nc2n1 the results were Hsp90 Hop PPI -3%, ALOX15 inhib 2%, BRCT PPI green 0.4%, DNA Pol III inh -5%, GFP derepression 9%, HADH2 inh -8%, CRE Fsk mod -14%, BRCT PPI red -1.4%, Ub-GFP proteasome 19% and HBB splice mod 0.0%.
Screening COc1ccccc1N1CCN(c2nc3ccccc3n3nnnc23)CC1 returned Hsp90 Hop PPI -5%, ALOX15 inhib -8%, BRCT PPI green -8.0%, DNA Pol III inh 0%, GFP derepression -3%, HADH2 inh 2%, CRE Fsk mod -14%, USP2a inhib 39%[activator], BRCT PPI red -2.3%, Ub-GFP proteasome 4% and HBB splice mod inconclusive.
O=S(=O)(NCC1CCCO1)c1ccc(Br)s1 (configuration not stated) was read as Hsp90 Hop PPI 0%, ALOX15 inhib -4%, BRCT PPI green 2.7%, DNA Pol III inh -3%, GFP derepression 3%, HADH2 inh 2%, CRE Fsk mod -10%, USP2a inhib -4%, BRCT PPI red -2.0%, Ub-GFP proteasome -4% and HBB splice mod 0.1%.
For O=S(=O)(c1ccc(Cl)cc1)N1CCN(C2CCCCCC2)CC1 the results were Hsp90 Hop PPI 0%, ALOX15 inhib 6%, BRCT PPI green -2.2%, DNA Pol III inh 5%, GFP derepression -2%, HADH2 inh 0%, CRE Fsk mod -13%, USP2a inhib -1%, BRCT PPI red 0.4%, Ub-GFP proteasome -16% and HBB splice mod 0.7%[9.22 µM].
CCn1c(C)nc2cc(C(=O)n3cc(C(=O)c4cc(F)ccc4O)cn3)ccc21 was read as Hsp90 Hop PPI -4%, ALOX15 inhib -4%, BRCT PPI green -2.8%, DNA Pol III inh -2%, GFP derepression 10%, HADH2 inh 7%, CRE Fsk mod -10%, USP2a inhib -6%, BRCT PPI red 0.6%, Ub-GFP proteasome 0% and HBB splice mod 0.1%[57.5 µM].
`O=C(CCc1nc2ccccc2[nH]1)NC1CCCCC1` gave Hsp90 Hop PPI inconclusive, ALOX15 inhib 17%, BRCT PPI green -0.9%, DNA Pol III inh -10%, HADH2 inh 26%, CRE Fsk mod -3%, BRCT PPI red 1.3%, Ub-GFP proteasome -9% and HBB splice mod -0.8%.
`COc1ccc(NC(=O)C2CC(=O)N(c3cc(C)ccc3C)C2)cc1` (configuration not stated) gave Hsp90 Hop PPI 1%, ALOX15 inhib -1%, BRCT PPI green 0.8%, DNA Pol III inh -6%, GFP derepression 8%, HADH2 inh 9%, CRE Fsk mod 0%, USP2a inhib 3%, BRCT PPI red -0.7%, Ub-GFP proteasome 0% and HBB splice mod 9.8%.
`CCOC(=O)c1cc(OC(=O)c2cccs2)n(-c2ccccc2)n1` gave Hsp90 Hop PPI -4%, ALOX15 inhib 9%, BRCT PPI green 0.1%, DNA Pol III inh -2%, GFP derepression 0%, HADH2 inh -10%, CRE Fsk mod 5%, USP2a inhib -7%, BRCT PPI red -0.3%, Ub-GFP proteasome -4% and HBB splice mod 0.4%.

Bioassay records: PubChem BioAssay, National Center for Advancing Translational Sciences (NCATS)
